Source: PubChem BioAssay
PLCb3 inh: PLC-beta3 (human) inhibition, primary screen; Q01970; Purified PLC-beta3, fluorogenic substrate, fluorescence; inhibition, % at 12.2 µM; 370,000 compounds, 0.18% hits; in the data active = inhibition above about 11%;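 note: 0% = median of compound wells on plate and 100% = full blocker control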
ADAM17 inh: inhibitors of human ADAM17; P78536; recombinant ADAM17, EDANS/DABCYL FRET peptide cleavage; inhibition, % at 6.95 µM; 370,000 compounds, 0.83% hits;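 active = inhibition above the mean of compounds lying between control limits plus 3 SD, set per campaign, cut at about 8.5% in these data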;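 note: 0% = DMSO-only wells as the low control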
hgDAF-12 ag: activates the H. glycines DAF-12 receptor ligand-binding domain; 370,000 compounds, 1.8% hits; AID 687014; HEK293 GAL4-hgDAF12 UAS-luciferase reporter, agonist luminescence; normalized to butyrate control; activation, % at 6.8 µM;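 active = activation above a cutoff set at the mean of all screened compounds plus 3 SD, cut at about 10% in these data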;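 note: 0% = DMSO wells and 100% = sodium butyrate wells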
GAA850 FXN act: frataxin GAA850 promoter activation; 360,000 compounds, 0.56% hits; AID 540364; HEK293 lucGAA850 FXN promoter luciferase reporter, 24 h; percent of 10 µM SAHA response; activation, % at 6 µM;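 active = activation above the average of all compounds screened plus 3 SD, cutoff fixed separately per campaign, cut at about 7.5% in these data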;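 note: 0% = DMSO wells and 100% = 10 µM SAHA wells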
hcDAF-12 act: H. contortus DAF-12 activation, primary screen; HEK293 hcDAF-12 lit1-tk-luc reporter, luminescence; 0% DMSO, 100% Δ7-dafachronic acid; activation, % at 6.8 µM; 370,000 compounds, 1.4% hits;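 active = activation above the mean of all tested compounds plus 3 SD, cut at about 5.5% in these data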;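 note: 100% = response to 3 µM Δ7-dafachronic acid high control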
sPLA2-III inh: Inhibits HGIII-sPLA2 liposome hydrolysis, primary screen; QFRET BODIPY PC-A2 liposome hydrolysis, fluorescence; inhibition, % at 12.2 µM; 370,000 compounds, 0.56% hits; AID 743126;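 active = inhibition above mean plus 3 SD of compounds lying within the high and low control bounds, cut at about 19% in these data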;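 note: 0% = median of test compound wells and 100% = no enzyme DMSO wells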
DAX1 inh-1: blocks DAX1 repression of SF-1 activated StAR promoter; HEK293T StAR-luciferase reporter, SF-1/DAX-1 repression relief; 370,000 compounds, 1.1% hits; inhibition, % at 6.8 µM; AID 652010;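 active = inhibition above the mean over all tested compounds plus 3 SD, cut at about 3.6% in these data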;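 note: 0% = DAX-1 cells with DMSO and 100% = cells lacking DAX-1 with DMSO; higher inhibition means more luminescence from relief of DAX-1 repression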
DAX1 inh-2: NR0B1 (DAX1) inhibition. P51843. HEK293 Gal4-DAX1 luciferase reporter, luminescence. inhibition, % at 6.75 µM. 340,000 compounds, 0.99% hits. AID 504766;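 active = inhibition above the mean over all tested compounds plus 3 SD, cut at about 4.2% in these data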;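 note: 0% = DAX1-transfected cells with DMSO and 100% = empty-vector control cells with DMSO; inhibition shows as a rise in luminescence from relieved DAX1 repression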
Target sequence (P51843 207-470 limits assumed): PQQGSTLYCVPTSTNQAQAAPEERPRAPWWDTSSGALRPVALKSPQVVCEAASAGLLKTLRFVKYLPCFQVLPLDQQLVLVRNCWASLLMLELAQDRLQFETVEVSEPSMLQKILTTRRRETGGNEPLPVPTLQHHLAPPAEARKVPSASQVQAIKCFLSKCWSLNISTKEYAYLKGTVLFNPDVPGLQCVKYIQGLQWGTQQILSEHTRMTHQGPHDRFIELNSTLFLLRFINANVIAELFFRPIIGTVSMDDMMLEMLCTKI
PLC-gamma1 inh: inhibitors of human phospholipase C gamma1; P19174; purified PLC-gamma1, fluorogenic substrate, fluorescence; inhibition, % at 12.2 µM; 370,000 compounds, 0.84% hits; in the data active = inhibition above about 9.5%
ADAM10 inh: inhibitors of human ADAM10; O14672; recombinant ADAM10, EDANS/DABCYL FRET peptide cleavage, 3 h; inhibition, % at 7 µM; 370,000 compounds, 0.62% hits; AID 720582;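 active = inhibition above a per-campaign cutoff equal to the mean of compounds falling between control-based bounds plus 3 SD, cut at about 20% in these data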;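 note: 0% = DMSO wells while the 100% control is not disclosed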
Target sequence (O14672 214-748 limits assumed): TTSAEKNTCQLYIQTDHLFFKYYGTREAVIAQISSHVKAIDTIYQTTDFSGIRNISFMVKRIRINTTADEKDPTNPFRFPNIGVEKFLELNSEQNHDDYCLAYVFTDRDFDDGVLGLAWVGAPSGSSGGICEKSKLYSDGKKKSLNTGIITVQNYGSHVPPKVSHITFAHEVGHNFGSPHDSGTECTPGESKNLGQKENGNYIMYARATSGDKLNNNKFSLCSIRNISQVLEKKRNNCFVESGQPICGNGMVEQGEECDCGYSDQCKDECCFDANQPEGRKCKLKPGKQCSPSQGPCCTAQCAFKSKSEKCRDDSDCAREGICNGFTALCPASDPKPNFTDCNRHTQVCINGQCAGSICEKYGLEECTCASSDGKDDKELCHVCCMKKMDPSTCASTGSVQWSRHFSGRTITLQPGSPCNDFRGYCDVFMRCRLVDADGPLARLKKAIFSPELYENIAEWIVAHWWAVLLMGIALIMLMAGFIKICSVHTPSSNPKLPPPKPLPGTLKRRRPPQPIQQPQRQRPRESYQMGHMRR
ssDAF-12 act: S. stercoralis DAF-12 activation, primary screen; activation, % at 6.8 µM; AID 652126; HEK293 ssDAF-12/GRIP1 lit1-tk-luc reporter, luminescence; % of 3 µM dafachronic acid response; 370,000 compounds, 1% hits;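 active = activation above the mean over all tested compounds plus 3 SD, cut at about 0.9% in these data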;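 note: 0% = DMSO-only wells and 100% = 3 µM delta7-dafachronic acid wells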
* marks the source's active call; other numbers are inactive results. Not all compounds are listed; count on the stated rates, not on these rows.

Screening CN1CCN(c2ccc(S(C)(=O)=O)cc2[N+](=O)[O-])CC1 returned PLCb3 inh 1, ADAM17 inh -1, hgDAF-12 ag -1.3, GAA850 FXN act 0.1, hcDAF-12 act -2.3, sPLA2-III inh -2, DAX1 inh-1 -0.6, DAX1 inh-2 0.6, PLC-gamma1 inh 0, ADAM10 inh -2 and ssDAF-12 act -1.1.
Screening O=c1cccc2n1CC1CC2CN(Cc2cccc(Cl)c2Cl)C1 (centres undefined) returned PLCb3 inh -6, ADAM17 inh -2, hgDAF-12 ag -0.3, GAA850 FXN act 0.3, hcDAF-12 act -1.9, sPLA2-III inh -8, DAX1 inh-1 -0.5, DAX1 inh-2 0.6, PLC-gamma1 inh -5, ADAM10 inh -4 and ssDAF-12 act -0.8.
O=Cc1cn(CCCOc2ccccc2)c2ccccc12 was read as PLCb3 inh 1, ADAM17 inh 2, hgDAF-12 ag 4.2, GAA850 FXN act 2.6, hcDAF-12 act -1.9, sPLA2-III inh -12, DAX1 inh-1 -0.9, DAX1 inh-2 -0.4, PLC-gamma1 inh 0, ADAM10 inh 7 and ssDAF-12 act -1.7.
C[C@]12CC[C@H](O)C[C@H]1CC[C@@H]1C2CC[C@]2(C)[C@@H](C3=CC(=O)OC3)[C@@H](O)C[C@]12O (some centres undefined) was read as PLCb3 inh 1, ADAM17 inh -4, hgDAF-12 ag -12, GAA850 FXN act -11, hcDAF-12 act 0.0, sPLA2-III inh 5, DAX1 inh-1 0.6, DAX1 inh-2 -5.3, PLC-gamma1 inh 1, ADAM10 inh 0 and ssDAF-12 act -2.2.
`COc1cccc([C@@]2(O)CCCC[C@@H]2CN(C)C)c1` gave PLCb3 inh 1, ADAM17 inh -3, hgDAF-12 ag 0.0, GAA850 FXN act 0.9, hcDAF-12 act -0.9, sPLA2-III inh 2, DAX1 inh-1 0.3, DAX1 inh-2 1.3, PLC-gamma1 inh 1, ADAM10 inh 12 and ssDAF-12 act -0.3.
Screening COC(=O)C1=C(c2ccc(OC)c(OC)c2)C[C@@H]2CC[C@H]1N2C(=O)NC1CCCCC1 returned PLCb3 inh 2, ADAM17 inh 3, hgDAF-12 ag 0.0, GAA850 FXN act -0.6, hcDAF-12 act -2.5, sPLA2-III inh 7, DAX1 inh-1 0.0, DAX1 inh-2 -0.8, PLC-gamma1 inh 5, ADAM10 inh 4 and ssDAF-12 act -1.4.
Screening CC12CCC3C(CC=C4CC(O)CCC43C)C1C/C(=C\c1ccccc1F)C2=O (centres undefined) returned PLCb3 inh 1, ADAM17 inh 3, hgDAF-12 ag 1.8, GAA850 FXN act 2.7, hcDAF-12 act -0.3, sPLA2-III inh -5, DAX1 inh-1 -0.3, DAX1 inh-2 0.6, PLC-gamma1 inh 5, ADAM10 inh 10 and ssDAF-12 act -0.1.
Screening O=C(c1ccccc1F)N1C[C@H]2C[C@@H](C1)c1cccc(=O)n1C2 returned PLCb3 inh 7, ADAM17 inh 0, hgDAF-12 ag 3.6, GAA850 FXN act -1.1, hcDAF-12 act -0.6, sPLA2-III inh 3, DAX1 inh-1 -0.6, DAX1 inh-2 0.9, PLC-gamma1 inh 4, ADAM10 inh -1 and ssDAF-12 act -0.8.
`O=c1c2ccccc2[nH]c(=S)n1-c1ccc2c(c1)OCO2` gave PLCb3 inh -1, ADAM17 inh -2, hgDAF-12 ag 0.9, GAA850 FXN act 0.3, hcDAF-12 act 0.2, sPLA2-III inh 8, DAX1 inh-1 -0.9, DAX1 inh-2 -0.8, PLC-gamma1 inh 2, ADAM10 inh -1 and ssDAF-12 act -1.3.
Screening Cc1c(/C=N/O)c2ccccc2n1C returned PLCb3 inh 2, ADAM17 inh 0, hgDAF-12 ag -1.7, GAA850 FXN act 2.4, hcDAF-12 act -1.2, sPLA2-III inh 0, DAX1 inh-1 -0.4, DAX1 inh-2 0.3, PLC-gamma1 inh 2, ADAM10 inh 0 and ssDAF-12 act -1.1.
`O=[N+]([O-])CCO` gave PLCb3 inh 8, ADAM17 inh -2, hgDAF-12 ag -1.6, GAA850 FXN act 0.5, hcDAF-12 act 0.4, sPLA2-III inh 2, DAX1 inh-1 0.5, DAX1 inh-2 0.3, PLC-gamma1 inh 4, ADAM10 inh 4 and ssDAF-12 act -1.0.
For O=C(C1CCC(=O)N1Cc1ccccc1Cl)N1CCC2(CC1)OCCO2 (centres undefined) the results were PLCb3 inh 3, ADAM17 inh -2, hgDAF-12 ag 2.1, GAA850 FXN act 0.3, hcDAF-12 act -1.4, sPLA2-III inh 0, DAX1 inh-1 -0.2, DAX1 inh-2 0.4, PLC-gamma1 inh 3, ADAM10 inh 2 and ssDAF-12 act -1.1.
For CN1CCN(C(=O)COc2ccc(C(C)(C)C)cc2Br)CC1 the results were PLCb3 inh 4, ADAM17 inh -2, hgDAF-12 ag 1.6, GAA850 FXN act -0.4, hcDAF-12 act -2.0, sPLA2-III inh -6, DAX1 inh-1 -0.3, DAX1 inh-2 -0.5, PLC-gamma1 inh 3, ADAM10 inh 4 and ssDAF-12 act -0.6.
`O=C(NC1CCCCC1)Oc1cc2oc(=O)sc2cc1Cl` gave PLCb3 inh 4, ADAM17 inh 1, hgDAF-12 ag 0.2, GAA850 FXN act 6.3, hcDAF-12 act -1.1, sPLA2-III inh 5, DAX1 inh-1 0.1, DAX1 inh-2 2.2, PLC-gamma1 inh 5, ADAM10 inh 12 and ssDAF-12 act -0.5.
Screening CS(=O)(=O)N1Cc2ccccc2-n2nncc2C1 returned PLCb3 inh -2, ADAM17 inh -7, hgDAF-12 ag 1.2, GAA850 FXN act 0.2, hcDAF-12 act -2.1, sPLA2-III inh 12, DAX1 inh-1 -0.4, DAX1 inh-2 0.4, PLC-gamma1 inh 1, ADAM10 inh -8 and ssDAF-12 act -0.9.
`Cc1ccc(S(=O)(=O)N2Cc3ccccc3-n3nncc3C2)cc1` gave PLCb3 inh 3, ADAM17 inh 4, hgDAF-12 ag -0.8, GAA850 FXN act 0.6, hcDAF-12 act -1.7, sPLA2-III inh 13, DAX1 inh-1 1.9, DAX1 inh-2 0.6, PLC-gamma1 inh 2, ADAM10 inh -16 and ssDAF-12 act -1.5.
`N#CC1c2ccccc2-n2nncc2CN1C(=O)c1cccnc1` (centres undefined) gave PLCb3 inh -2, ADAM17 inh -5, hgDAF-12 ag 0.2, hcDAF-12 act -1.4, sPLA2-III inh 5, DAX1 inh-1 -0.9, PLC-gamma1 inh -2, ADAM10 inh -3 and ssDAF-12 act -0.3.
`COc1cc(/C=C2\C[C@H]3[C@@H]4CC=C5C[C@@H](N6CCCC6)CC[C@]5(C)[C@H]4CC[C@]3(C)[C@H]2O)cc(OC)c1OC` gave PLCb3 inh -7, ADAM17 inh -1, hgDAF-12 ag -1.7, GAA850 FXN act 3.9, hcDAF-12 act -1.0, sPLA2-III inh -24, DAX1 inh-1 -0.2, DAX1 inh-2 0.8, PLC-gamma1 inh -5, ADAM10 inh 1 and ssDAF-12 act -1.2.
COc1cc(C)c(CN2CCN(c3ccccc3)CC2)cc1C was read as PLCb3 inh 0, ADAM17 inh -4, hgDAF-12 ag 2.5, GAA850 FXN act 1.9, hcDAF-12 act -1.2, sPLA2-III inh 0, DAX1 inh-1 -0.8, DAX1 inh-2 0.2, PLC-gamma1 inh 1, ADAM10 inh -10 and ssDAF-12 act -1.5.
`COC(=O)C1=C(c2cc3ccccc3o2)C[C@@H]2CC[C@H]1N2C(=O)N1CCC(C)CC1` gave PLCb3 inh 3, ADAM17 inh -1, hgDAF-12 ag -1.9, GAA850 FXN act -1.3, hcDAF-12 act -3.6, sPLA2-III inh -3, DAX1 inh-1 -0.9, DAX1 inh-2 -1.0, PLC-gamma1 inh -3, ADAM10 inh 7 and ssDAF-12 act -1.6.
`CN(CCc1nnc(N)s1)[N+](=O)[O-]` gave PLCb3 inh 5, ADAM17 inh 0, hgDAF-12 ag 0.9, GAA850 FXN act 2.7, hcDAF-12 act -0.2, sPLA2-III inh 0, DAX1 inh-1 -0.7, DAX1 inh-2 0.2, PLC-gamma1 inh 0, ADAM10 inh 5 and ssDAF-12 act -0.6.
Screening O=C(NCCN1CCC2(CC1)C(=O)NCN2c1ccccc1)c1cccs1 returned PLCb3 inh 3, ADAM17 inh 0, hgDAF-12 ag 3.3, hcDAF-12 act 1.8, sPLA2-III inh -2, DAX1 inh-1 -0.1, PLC-gamma1 inh 2, ADAM10 inh -2 and ssDAF-12 act -1.0.
COc1ccc(CN2Cc3cc(N4CCOCC4)ccc3-n3nncc3C2)cc1 was read as PLCb3 inh -10, ADAM17 inh -6, hgDAF-12 ag 0.2, hcDAF-12 act -1.8, sPLA2-III inh 6, DAX1 inh-1 1.4, PLC-gamma1 inh -8, ADAM10 inh -8 and ssDAF-12 act -1.7.
For COC(=O)C1=C(c2ccccc2)C[C@@H]2CC[C@H]1N2C(=O)NCc1ccccc1 the results were PLCb3 inh -2, ADAM17 inh -6, hgDAF-12 ag -0.7, GAA850 FXN act -1.7, hcDAF-12 act -0.3, sPLA2-III inh -1, DAX1 inh-1 -0.5, DAX1 inh-2 0.4, PLC-gamma1 inh 0, ADAM10 inh -9 and ssDAF-12 act -0.7.
Screening CCNc1cc(N2CCN(C)CC2)ccc1[N+](=O)[O-] returned PLCb3 inh -3, ADAM17 inh -2, hgDAF-12 ag -1.2, GAA850 FXN act 0.5, hcDAF-12 act -0.1, sPLA2-III inh -1, DAX1 inh-1 0.1, DAX1 inh-2 -0.9, PLC-gamma1 inh 0, ADAM10 inh -6 and ssDAF-12 act -1.7.
Screening COCCOC(=O)C1=C(N)OC(C)=C(C(=O)OC)C12C(=O)Nc1ccccc12 (centres undefined) returned PLCb3 inh -2, ADAM17 inh -3, hgDAF-12 ag 0.6, GAA850 FXN act 2.5, hcDAF-12 act 6.2*, sPLA2-III inh 15, DAX1 inh-1 0.0, DAX1 inh-2 -0.4, PLC-gamma1 inh -3, ADAM10 inh 4 and ssDAF-12 act -0.2.
Screening Cn1cc(C(=O)c2ccccc2)c2ccccc21 returned PLCb3 inh -1, ADAM17 inh 2, hgDAF-12 ag 6.7, GAA850 FXN act 0.3, hcDAF-12 act 0.1, sPLA2-III inh -3, DAX1 inh-1 0.4, DAX1 inh-2 -1.3, PLC-gamma1 inh -2, ADAM10 inh 3 and ssDAF-12 act -1.8.
Screening CCC(C)n1c(O)c(/C=N/Nc2nc3c(c(=O)n(C)c(=O)n3C)n2C)c(=O)[nH]c1=S (centres undefined) returned PLCb3 inh -22, ADAM17 inh -3, hgDAF-12 ag -0.3, GAA850 FXN act -0.7, hcDAF-12 act -0.1, sPLA2-III inh -2, DAX1 inh-1 0.3, DAX1 inh-2 4.7*, PLC-gamma1 inh -24, ADAM10 inh -6 and ssDAF-12 act -1.7.
